# MEX-5 binding = C. elegans MEX-5 TCR-2 RNA binding activity. activity score (negative = inhibition of binding), % at 10 µM. hit rate 0.38% among 300,000. AID 1832. Q9XUB2. MEX-5/FITC-TCR2 RNA binding, fluorescence polarization; stronger effect = lower value;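 active means inhibition past about -25% in most replicates, and total fluorescence under double the plate's negative control median, limit read from the data; inconclusive means replicates evenly split on the limit, or fluorescence at least double controls; inactive means too little inhibition in most replicates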;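 further: 0% = DMSO and -100% = 5 µM competing unlabeled TCR2 RNA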
# BCLXL inh = Bcl-xL (human) inhibition; AID 2129; GST-Bcl-xL / FITC-Bim BH3 peptide fluorescence polarization; inhibition, % at 10.9 µM; hit rate 0.7% among 320,000; Q07817;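 active means inhibition above the mean of all tested compounds plus 3 SD, cutoff set per campaign, cut at about 30% in these data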;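 further: 0% = DMSO wells and 100% = unlabeled Bim-BH3 peptide competitor; inhibitors lower millipolarization by displacing the labeled peptide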
# ZTA DNA inh = counter-screen for EBNA-1 inhibitors: inhibitors of Epstein-Barr virus ZTA | ZTA-DNA binding, fluorescence polarization | inhibition, % at 11 µM | hit rate 0.15% among 320,000 | AID 2234; in the data active means inhibition above about 33%
# Target sequence (P03206 whole entry, looked up): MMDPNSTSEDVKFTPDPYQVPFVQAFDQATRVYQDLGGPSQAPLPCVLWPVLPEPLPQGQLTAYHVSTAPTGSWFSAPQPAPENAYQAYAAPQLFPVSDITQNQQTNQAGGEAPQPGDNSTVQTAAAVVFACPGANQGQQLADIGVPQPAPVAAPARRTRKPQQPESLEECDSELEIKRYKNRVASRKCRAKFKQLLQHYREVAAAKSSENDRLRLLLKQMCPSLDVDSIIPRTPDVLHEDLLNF
# Yeast superoxide = yeast age-related superoxide inhibition as caloric restriction mimetic | S. cerevisiae aged cells, superoxide DHE fluorescence; stronger effect = lower value | superoxide response (% of plate mean), % at 10 µM | hit rate 0.18% among 330,000 | AID 2690;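 active means superoxide response under a set limit, about three screen SD below normal, cut at about 65% in these data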;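 further: yeast aged for seven days with compound at 30 °C before DHE staining; 100% = average MFI of all compound-treated wells on the plate with controls excluded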
# GLD-1 RNA inh = GLD-1-TGE RNA interaction inhibition (C. elegans) | Q17339 | inhibition, % at 5.96 µM | purified GLD-1 + fluorescein TGE RNA, fluorescence polarization | hit rate 0.44% among 320,000;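 active means percent inhibition above a per-plate cutoff, the plate mean of test compounds plus 3 SD, cut at about 30% in these data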;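 further: 0% = DMSO wells with GLD-1 and probe and 100% = wells lacking GLD-1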
# Target sequence (Q17339 whole entry, looked up): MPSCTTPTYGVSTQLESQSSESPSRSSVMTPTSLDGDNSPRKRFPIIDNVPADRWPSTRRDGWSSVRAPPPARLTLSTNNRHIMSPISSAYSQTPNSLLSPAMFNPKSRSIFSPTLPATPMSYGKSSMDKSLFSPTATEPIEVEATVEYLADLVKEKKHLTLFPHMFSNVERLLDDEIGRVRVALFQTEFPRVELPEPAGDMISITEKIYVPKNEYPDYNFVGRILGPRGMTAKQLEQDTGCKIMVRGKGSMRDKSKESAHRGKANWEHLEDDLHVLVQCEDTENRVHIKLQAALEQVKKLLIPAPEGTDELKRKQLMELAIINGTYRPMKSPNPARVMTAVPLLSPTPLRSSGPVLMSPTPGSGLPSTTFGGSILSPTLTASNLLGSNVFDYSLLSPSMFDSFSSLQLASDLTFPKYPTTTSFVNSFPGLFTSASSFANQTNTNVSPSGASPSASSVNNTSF
# Fam108B inh = counter-screen for RBBP9 inhibitors: inhibitors of mouse Fam108B. recombinant Fam108B, FP-Rh probe fluorescence polarization. hit rate 0.33% among 300,000. inhibition, % at 9.51 µM. AID 1947;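 active means inhibition above the screen mean inhibition plus 3 SD, computed separately per campaign, cut at about 18% in these data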;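 further: inhibitors lower polarization as less probe binds the enzyme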
# MCL1-BIM inh = disrupts human MCL1 binding to BIM-BH3 peptide. Q07820. GST-MCL1 / FITC-Bim-BH3 fluorescence polarization. hit rate 0.68% among 320,000. inhibition, % at 10.9 µM;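 active means inhibition above the mean inhibition of all tested compounds plus 3 SD, set per campaign, cut at about 40% in these data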;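 further: 0% = DMSO wells and 100% = unlabeled Bim-BH3 peptide control; higher means more loss of mP so more displacement of Bim peptide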
# Target sequence (Q07820 whole entry, looked up): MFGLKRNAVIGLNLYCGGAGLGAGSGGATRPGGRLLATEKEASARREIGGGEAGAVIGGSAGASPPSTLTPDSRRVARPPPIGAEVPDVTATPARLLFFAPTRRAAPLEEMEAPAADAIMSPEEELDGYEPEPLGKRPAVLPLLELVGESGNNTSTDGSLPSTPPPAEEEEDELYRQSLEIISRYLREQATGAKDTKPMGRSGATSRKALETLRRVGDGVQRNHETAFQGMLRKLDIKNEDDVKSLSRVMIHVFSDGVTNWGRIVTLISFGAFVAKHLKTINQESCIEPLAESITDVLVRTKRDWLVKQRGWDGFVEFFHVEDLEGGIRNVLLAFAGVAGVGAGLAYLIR
# Efflux pump mplx = blocks antifungal efflux pumps in multiplex yeast assay; hit rate 0.44% among 330,000; AID 485275; S. cerevisiae Candida pump triplex, Nile Red efflux; inhibition, % at 10 µM;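 active means plate passing quality check with inhibition over a set limit, or well fluorescence over plate mean plus 4 SD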;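 further: Nile Red retained in pooled yeast measured as flow cytometry median fluorescence; 0% = buffer negative control and 100% = Enniatin B positive control; higher means more Nile Red kept so more efflux inhibition; some compounds called inactive have numbers as strong as hits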
# EBNA-1 inhibitor = blocks EBNA-1 binding to DNA; hit rate 0.34% among 300,000; inhibition, % at 14.8 µM; EBNA-1 DNA binding, fluorescence polarization; in the data active means inhibition above about 28%
# An asterisk follows results filed as active; ? = inconclusive; nt = not tested or not shown.
SMILES,MEX-5 binding,BCLXL inh,ZTA DNA inh,Yeast superoxide,GLD-1 RNA inh,Fam108B inh,MCL1-BIM inh,Efflux pump mplx,EBNA-1 inhibitor
CCN(CC)c1ccc(-c2nnc(SCC(=O)N(CCOC)c3c(N)n(CC(C)C)c(=O)[nH]c3=O)o2)cc1,-1.5,-12,14,101,-1,-2,-11,0.0,2
CN1CCOC(=O)/C1=N/Nc1cc(Cl)ccc1Cl,-3.3,4,7,98,0,-5,-6,0.0,2
Cc1cccc2c(CCNC(=O)c3ccc([N+](=O)[O-])cc3)c[nH]c12,-0.3,5,14,118,4,2,7,0.0,4
CN(C1CCCCC1)S(=O)(=O)CCNC(=O)c1ccccc1,0.1,1,-4,100,-5,2,1,-0.1,-4
COCCn1c(=O)[nH]c2cc(C(=O)N3CCN(c4cccc(Cl)c4)CC3)ccc2c1=O,-0.5,0,-10,95,9,-3,-3,-0.1,-16
O=C(c1cc(-c2cccs2)on1)N1CCN(c2ccc(F)cc2)CC1,nt,1,2,83,8,1,0,-0.1,-10
COc1ccccc1NC(=O)c1sc2ncn(Cc3cccc(C)c3)c(=O)c2c1C,0.8,9,-6,104,1,1,6,0.0,13
CCc1noc(C)c1C(=O)Nc1cc(S(=O)(=O)N2CCCCC2)ccc1N(C)C,3.0,-1,-3,100,-3,2,-6,0.1,-5
COCCn1c(SCC(=O)Nc2nc3ccccc3s2)nnc1-c1ccoc1C,1.5,-2,-18,96,0,4,1,-0.2,2
NS(=O)(=O)c1cccc(NC(=S)NC(=O)C23CC4CC(CC(C4)C2)C3)c1,1.6,2,-17,94,7,-3,13,-0.3,4
N/C(CCS(=O)(=O)c1ccc(Cl)cc1)=N\OC(=O)c1ccc(Cl)cc1,0.6,3,4,106,1,1,-2,0.2,15
CC1=NN(c2ccccc2)C(=O)C1=C(C)C,0.6,-4,-8,170,2,-2,-20,0.0,-12
Cc1cc(C(=O)Nc2ccc(C)c(S(=O)(=O)N3CCOCC3)c2)c(C)o1,-0.8,-7,3,100,-4,-3,-4,0.1,-8
COc1ccc(NC(=O)c2cccc3c(Br)cccc23)cc1,-0.3,0,7,94,6,4,-1,0.0,-9
COC(=O)C1=C(C)N(C)C(C)=C(C(=O)OC)C1c1ccncc1,3.2,5,1,95,2,-6,9,0.0,-4
CSc1c2c(nc3ncnn13)CCC2,2.4,1,-3,100,-4,-3,1,0.0,-3
CCCCCCCCSc1nnc(/N=C/N(C)C)s1,-1.6,2,-4,103,7,0,1,0.0,-3
CCn1c(SCC(=O)N2CCN(c3cccc(Cl)c3)CC2)nc2ccccc2c1=O,0.0,4,-2,99,2,-4,6,-0.1,7
COc1ccc(NC(=O)C(=O)NCC2CCCN2S(=O)(=O)c2cc(C)ccc2C)cc1 (configuration not stated),-0.4,6,-3,97,6,-3,0,-0.1,-1
CC(=O)c1ccc(S(=O)(=O)N(Cc2cc3cc4c(cc3[nH]c2=O)OCCO4)CC2CCCO2)cc1 (configuration not stated),1.6,1,2,108,2,-4,4,0.0,-8
CCC(C)c1ccc(NC(=S)N2CCN(C(=O)C3CCCO3)CC2)cc1 (configuration not stated),2.3,2,-4,100,3,2,7,-0.2,-3
CC(C)c1cc(C(=O)Nc2cccc(Cl)c2)no1,-0.8,4,3,100,2,-2,3,0.1,5
CCOC(=O)C(C)(C)Sc1nc2c(cnn2-c2ccc(F)cc2)c(=O)[nH]1,-0.9,4,-14,103,3,2,3,0.1,-6
COc1cccc(N/C(N)=N/c2nc(C(F)(F)F)cc(C(F)(F)F)n2)c1,-2.3,5,1,98,1,-4,6,0.5,-10
CCOc1ccccc1NC(=S)N(CCN(C)C)C(C)c1ccncc1 (configuration not stated),3.0,1,-1,107,-9,3,1,0.0,10
O=[N+]([O-])c1ccc2nc(C3CCCCC3)[nH]c2c1,-0.5,2,3,100,6,0,-3,-0.3,-5
CC(=O)N1CCOc2ccc(S(=O)(=O)NCCc3ccc(C)cc3)cc21,-0.6,-5,-5,99,0,1,-8,0.0,-8
Cc1ccc2nc(-c3cccc(S(=O)(=O)N(C)C)c3)cn2c1,-3.6,6,-5,93,1,-6,10,0.0,-11
Cn1ncc(Cl)c1C(=O)N1CCCc2ccccc21,0.5,5,24,106,-2,-1,1,-0.1,-7
S=C(N=Nc1ccccc1)NNc1ccccc1,1.4,13,-2,117,2,14,7,-0.1,-5
CSc1ccc(CCNC(=O)CCc2nnc3ccc(N4CCCC4)nn23)cc1,0.2,0,-6,106,1,2,-7,0.2,0
CN1C(=O)[C@@H]2[C@H](C1=O)[C@@H]1C(=O)Nc3ccccc3C(=O)N1[C@@H]2c1cccc(Br)c1,-6.4,20,2,101,12,-4,19,-0.2,-5
CCCOc1cccc(C2/C(=C(\O)c3ccc4c(c3)OCCO4)C(=O)C(=O)N2CCCn2ccnc2)c1 (configuration not stated),-0.4,6,-17,92,1,3,4,-0.2,0
COc1ccc(Cn2nnnc2CN2CCN(c3ccc(OC)cc3)CC2)cc1,-0.4,6,-6,111,10,-4,3,0.5,-13
Cc1ccc2[nH]c(C)c(CCNC(=O)c3c(N)no[n+]3[O-])c2c1,-4.5,4,-19,104,3,-2,7,0.0,16
Cc1ccc(CN2C(=O)C(Cc3ccccc3)Nc3ncnc(N4CCN(c5ccccc5)CC4)c32)cc1 (configuration not stated),1.1,1,-4,99,-3,1,-4,1.1*,3
CCOC(=O)C1CCN(c2cc3c(cc2NC(=O)c2ccccc2OCC)n(C)c(=O)n3C)CC1,-1.0,1,-21,134,8,3,6,-0.2,-6
CC(=O)Nc1cccc(/C(C)=N/NC(=O)c2cccc(S(=O)(=O)N3CCOCC3)c2)c1,1.5,4,8,93,-8,-1,3,-0.1,15
Cc1ccc(S(=O)(=O)N2CCCC(c3nc(-c4ccc(C)o4)no3)C2)cc1 (configuration not stated),-0.6,3,-9,92,13,0,-4,0.0,6
Fc1ccccc1N1CCN(Cc2nc(-c3ccccc3)no2)CC1,-3.8,2,-4,123,0,2,4,0.0,1
CCN(CC)CCC(=O)Nc1ccc2c(c1)N(C(=O)CN(CC)CC)c1ccccc1CC2,nt,28,-6,92,8,9,29,0.0,0
COc1ccc(NC(=S)NC(NC(=O)C(C)C)C(Cl)(Cl)Cl)c([N+](=O)[O-])c1 (configuration not stated),0.5,7,-5,105,-3,1,7,0.0,3
Cc1ccc(NC(=S)NNC(=O)c2ccccc2OC(F)F)cc1,nt,8,0,105,5,-5,6,-0.1,9
CCc1cc2c(SCc3nc4sc(C(C)=O)c(C)c4c(=O)[nH]3)ncnc2s1,-1.5,-15,-3,118,-21,-15,-40,0.0,-4
CCOC(=O)c1ccc(N2CSC3=C(C#N)C(c4cccs4)CC(=O)N3C2)cc1 (configuration not stated),-1.6,4,18,107,7,6,9,0.0,-11
COc1ccc(CN2CCC(n3nccc3NC(=O)C3CCCC3)CC2)cc1,-2.4,5,5,100,4,0,11,-0.1,-5
Cc1ccc(NC(=O)C2CCCN(S(=O)(=O)c3cccnc3)C2)cc1C (configuration not stated),0.6,6,-4,85,5,-1,2,0.5,-17
COc1ccc(CCn2c(C)cc(C(=O)CN3C(=O)C(=O)N(Cc4ccco4)C3=O)c2C)cc1,nt,-1,4,90,0,nt,-7,0.2,nt
Cc1cccc(N(Cc2ccccc2)C(=O)c2cccc(S(=O)(=O)N3CC(C)OC(C)C3)c2)c1 (configuration not stated),0.6,5,-3,101,-1,-2,9,-0.1,2
O=C(O)CCCn1c(=S)[nH]c2c(sc3ccc([N+](=O)[O-])cc32)c1=O,-16,6,-10,143,0,0,0,-0.2,-4
COC(=O)c1ccc(NC(=O)c2cccc(NC(=O)c3ccco3)c2)cc1,0.2,7,16,105,5,-10,5,-0.1,1
O=c1[nH]c(C2CCN(S(=O)(=O)c3ccc4c(c3)OCCO4)CC2)nc2c1nnn2Cc1cccc(F)c1,1.6,2,6,97,7,-1,-6,3.2*,-9
Cc1ccc(C(=O)CN2C(=O)NC3(CCc4ccccc43)C2=O)s1 (configuration not stated),nt,-16,-5,114,5,nt,-20,0.2,nt
CCS(=O)(=O)N1N=C(c2cccc(NS(C)(=O)=O)c2)CC1c1ccccc1 (configuration not stated),9.9,-1,-3,105,-13,-5,-10,0.0,4
Cc1ccc(-n2nnc(-c3nccs3)n2)cc1,2.0,3,11,101,-4,7,6,0.1,3
COc1ccc(NC(=O)CC2SC(=NCC3CCCO3)NC2=O)cc1 (configuration not stated),-0.4,5,-6,85,6,2,4,-0.1,5
COc1ccc(CCNC(=O)CCCNC(=O)Cn2cnc3sc(C)c(C)c3c2=O)cc1OC,1.3,-3,7,95,-6,-6,-2,-0.1,-7
Cn1c[n+](C)cc1/C=N/O,1.7,-13,-1,93,-6,2,-22,0.1,-6
COc1ccc(C(=O)COC(=O)c2c(-c3ccccc3)noc2C)c(OC)c1,-2.6,3,-4,108,-2,-1,-4,0.0,-11
O=C(Nc1cccnc1)c1c(O)c2cccc3c2n(c1=O)CC3,-1.1,-4,10,82,-1,-4,-3,0.0,5

# Next results follow:
SMILES,MEX-5 binding,BCLXL inh,ZTA DNA inh,Yeast superoxide,GLD-1 RNA inh,Fam108B inh,MCL1-BIM inh,Efflux pump mplx,EBNA-1 inhibitor
O=C(CSc1cccc[n+]1[O-])Nc1c(Br)cc([N+](=O)[O-])cc1Br,-2.4,5,-1,133,12,-2,6,0.2,8
O=C(COC(=O)c1ccc(O)cc1O)Nc1ccc2ccccc2c1,nt,0,2,125,2,nt,-3,-0.1,nt
Cc1cc(C(=O)COc2ccccc2C(N)=O)c(C)n1C1CC1,-1.0,2,-8,109,2,2,3,-0.1,13
CCOc1ccccc1N1CCN(C(=O)CNC(=O)c2ccccc2F)CC1,?,4,13,95,7,-2,11,0.1,0
COc1ccc(CCN2C(=O)NC(NC(=O)CCc3ccccc3)(C(F)(F)F)C2=O)cc1OC (configuration not stated),0.0,-1,-11,88,-1,-2,-4,-0.1,-6
O=C(Nc1cccc2nsnc12)c1ccc2c(c1)OCO2,-1.3,4,-4,95,0,1,4,0.1,-10
Cc1cccc(OCC(=O)OCC(=O)N(CC(C)C)c2c(N)n(Cc3ccccc3)c(=O)[nH]c2=O)c1C,0.8,-2,3,69,-3,8,-6,-0.1,4
Cc1cc(C(=O)Nn2c(-c3ccncc3)nc3ccccc3c2=O)ccc1[N+](=O)[O-],0.6,6,-10,96,10,2,-1,-0.1,2
Cc1ccc(-c2nc(N3CCN(C)CC3)c3ccccc3n2)cc1,0.3,-2,-4,116,2,-1,2,0.1,0
O=C1c2cccc3cccc(c23)N1Cc1ccc(F)cc1,0.5,-1,-18,81,2,3,-3,-0.2,1
Cc1ccc(NC(=O)CSc2nc3ccccc3c3nc(CCc4c(C)n[nH]c4C)nn23)cc1F,2.4,-16,-5,90,-6,-6,-79,0.1,-12
O=C(c1cc2c(=O)n3ccccc3nc2s1)N1CCOCC1,0.9,6,-7,87,0,4,7,-0.2,1
CC(C)CC(=O)Nc1ccc(S(=O)(=O)NCc2ccco2)cc1,-3.1,5,-6,107,6,2,8,-0.1,-1
COC(=O)c1ccc(C(=O)OC)c(NC(=O)CN2CCN(c3ccc(OC)cc3)CC2)c1,-1.1,2,-22,107,3,-3,2,0.0,-18

# 3 entries already listed, ordered by their value in EBNA-1 inhibitor, falling:
Molecule,EBNA-1 inhibitor
Cc1cc(C(=O)Nn2c(-c3ccncc3)nc3ccccc3c2=O)ccc1[N+](=O)[O-],2
CCOc1ccccc1N1CCN(C(=O)CNC(=O)c2ccccc2F)CC1,0
Cc1ccc(NC(=O)CSc2nc3ccccc3c3nc(CCc4c(C)n[nH]c4C)nn23)cc1F,-12
